Screening results: PubChem BioAssay, several laboratories
TRPC6 activator = mouse TRPC6 channel activators, primary screen, cell-based, HEK293, membrane potential dye | Short transient receptor potential channel 6 (Mus musculus), Q61143 | HEK293-TRPC6 membrane potential dye fluorescence; stronger effect = higher value | B-score at 10 µM | 310,000 compounds, 0.13% hits | AID 2550, 2010;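 active = B-score of the integrated fluorescence ratio above library mean plus 3 SD, and starting fluorescence ratio within library mean plus 5 SD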;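 also: higher score means more depolarization so channel activation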
Target sequence (Q61143 whole entry, looked up): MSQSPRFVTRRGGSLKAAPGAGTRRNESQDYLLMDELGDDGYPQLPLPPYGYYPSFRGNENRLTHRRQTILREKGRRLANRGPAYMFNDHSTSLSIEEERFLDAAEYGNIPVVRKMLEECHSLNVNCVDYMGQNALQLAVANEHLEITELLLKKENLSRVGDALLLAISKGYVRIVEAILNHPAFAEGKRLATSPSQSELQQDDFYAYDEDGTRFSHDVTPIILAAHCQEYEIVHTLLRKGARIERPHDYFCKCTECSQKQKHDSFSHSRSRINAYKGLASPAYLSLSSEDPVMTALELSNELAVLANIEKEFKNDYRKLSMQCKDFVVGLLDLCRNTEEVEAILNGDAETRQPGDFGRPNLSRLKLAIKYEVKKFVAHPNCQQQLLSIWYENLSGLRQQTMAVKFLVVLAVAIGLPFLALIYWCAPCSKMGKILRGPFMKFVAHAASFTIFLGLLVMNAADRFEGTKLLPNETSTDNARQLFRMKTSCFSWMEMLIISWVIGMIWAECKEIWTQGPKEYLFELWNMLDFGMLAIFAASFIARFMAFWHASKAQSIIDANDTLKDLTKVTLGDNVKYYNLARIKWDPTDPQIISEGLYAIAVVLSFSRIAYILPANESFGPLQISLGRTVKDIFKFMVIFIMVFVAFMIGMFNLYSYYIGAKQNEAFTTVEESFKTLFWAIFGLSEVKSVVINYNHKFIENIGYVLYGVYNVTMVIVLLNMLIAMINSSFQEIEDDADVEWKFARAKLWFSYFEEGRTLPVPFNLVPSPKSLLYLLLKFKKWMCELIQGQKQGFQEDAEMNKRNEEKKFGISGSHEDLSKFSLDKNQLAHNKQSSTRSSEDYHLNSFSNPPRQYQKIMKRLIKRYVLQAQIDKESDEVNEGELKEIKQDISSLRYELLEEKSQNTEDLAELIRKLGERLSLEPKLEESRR
MrgX1 antagonist = antagonists of human MrgX1 receptor, primary screen, HEK293 cells, Fluo-4 calcium flux; BAM8-22 antagonism; stronger effect = lower value; 310,000 compounds, 1.3% hits; Mas-related G-protein coupled receptor member X1 (Homo sapiens), Q96LB2; B-score at 10 µM;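 active = calcium-response B-score plate-corrected more than 3 library SD below zero, starting fluorescence within 5 deviations, no agonist response on first addition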;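 also: peak minus trough fluorescence over baseline after final BAM8-22 challenge near maximal dose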
IEC-6 tox = cytotoxicity in IEC-6 intestinal epithelial cells, primary screen, cytotoxicity control for KLF5 inhibitor project, cell-based, luminescence; IEC-6 cytotoxicity, luminescence viability; AID 1825, 2009; 290,000 compounds, 0.78% hits; inhibition, % at 5 µM; in the data active = inhibition above about 22%;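 also: 0% = plate median of test compound wells and 100% = cytotoxic reference compound wells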
KLF5 inhibitor = KLF5 expression inhibitors, primary screen, DLD-1 cells, luminescence; inhibition, % at 5 µM; DLD-1 KLF5 promoter-luciferase reporter; 290,000 compounds, 0.23% hits; AID 1700, 2009;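 active = inhibition above a per-plate limit of that plate's mean compound inhibition plus 3 SD, cut at about 60% in these data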;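 also: 0% = DMSO wells and 100% = LY294002 at 200 µM; higher means less KLF5 promoter-driven luciferase light; inactives centre near -14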
SKKanGAS inh = S. pyogenes SKKanGAS growth inhibitors in kanamycin, primary screen, streptokinase expression inhibitor project, SKKanGAS strain, BacTiter-Glo luminescence | AID 1662, 2009 | 6 h | inhibition, % at 7.5 µM | 300,000 compounds, 1.3% hits;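 active = mean replicate score, as percent of positive control median, at least 50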;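 also: strain carries kanamycin resistance gene driven by streptokinase promoter and grows in 40 µg/ml kanamycin; loss of luminescence reflects streptokinase promoter inhibition or plain growth inhibition; 0% = median of DMSO wells and 100% = positive control at its reference dose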
TRPC4 agonist = activators of mouse TRPC4 channel, primary screen, Fluo4 calcium, HEK293 TRPC4beta/mu-opioid cells | Short transient receptor potential channel 4 (Mus musculus), Q9QUQ5 | Fluo4 calcium fluorescence; stronger effect = higher value | B-score at 10 µM | 310,000 compounds, 0.49% hits;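 active = B-score above 5 SD of library B-scores, and initial fluorescence ratio not above library mean plus 5 SD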;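 also: positive B-score marks a calcium rise read as TRPC4 activation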
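system = HEK293 cells stably co-expressing mouse TRPC4beta and mu-opioid receptor | schedule = Fluo4 dye loading 45 min at room temperature, 110 s recording | measure = B-scored integrated calcium fluorescence ratio | signal = Fluo4 calcium-sensitive dye fluorescence, kinetic, 1 Hz baseline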
aSyn 5UTR inh = MLPCN primary screen, SNCA 5' untranslated region; alpha-synuclein 5'UTR reporter, inhibitor activity; inhibition, % (tested at 7.5 µM); 300,000 compounds, 0.82% hits; AID 1813, 2009; in the data active = inhibition above about 60%;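 also: H4 neuroglioblastoma cells stably carrying SNCA 5'UTR luciferase fusion; 0% = DMSO wells and 100% = positive control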
HIF activator = HIF pathway transcriptional activators, primary screen, cell-based, U2OS HRE-luciferase, luminescence | 300,000 compounds, 0.32% hits | activation, % at 7.5 µM (by protocol) | U2OS HRE-luciferase reporter; normalized: DMSO 0%, desferrioxamine 100%;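 active = mean activation of at least 10% of the iron chelator positive control signal, with at least half of replicates also reaching 10%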
TRPC6 inh = mouse TRPC6 channel inhibitors, primary screen, cell-based, HEK293, membrane potential dye. 310,000 compounds, 1.1% hits. B-score at 10 µM. AID 2553, 2010. ACh-evoked depolarization; stronger effect = lower value. Short transient receptor potential channel 6 (Mus musculus), Q61143;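 active = B-score under library mean minus 3 SD, initial fluorescence not abnormally high, positive integrated signal ratio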;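 also: B-score derived from integrated fluorescence ratio over the kinetic read; more negative B-score means stronger inhibition of depolarization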
TRPC4 potent = positive allosteric modulators of TRPC4, primary screen, cell-based, mouse TRPC4beta, HEK293 mu-opioid, Fluo-4 calcium | DAMGO EC20, Fluo-4 Ca2+ flux; stronger effect = higher value | B-score at 10 µM | 310,000 compounds, 0.42% hits | AID 2227, 2009;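 active = B-score of calcium response area above 5 SD of library B-scores, with initial fluorescence ratio within 5 SD of library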;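 also: B-score of integrated fluorescence ratio over time as area under calcium response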
TRPC4 inh = inhibitors of mouse TRPC4 channel, primary screen, Fluo4 calcium, HEK293 TRPC4beta/mu-opioid cells; B-score at 10 µM; Short transient receptor potential channel 4 (Mus musculus), Q9QUQ5; 300,000 compounds, 0.39% hits; AID 2247, 2010; DAMGO-evoked Fluo4 calcium flux; stronger effect = lower value;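 active = B-score over 3 SD under the library average, no early fluorescence shift, positive overall ratio signal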
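Assay system: HEK293 cells with stable TRPC4beta plus mu-opioid receptor expression. Dosing: single dose. Measured by: Fluo4 Ca2+ flux fluorescence. Also added: DAMGO in two steps, submaximal then maximal. Read-out: B score from integrated Fluo4 fluorescence ratio.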
Starred values were filed as active, the others as inactive; i = inactive; x = no result given. A portion of the library; the hit share may differ from the screen's.

SMILES	TRPC6 activator	MrgX1 antagonist	IEC-6 tox	KLF5 inhibitor	SKKanGAS inh	TRPC4 agonist	aSyn 5UTR inh	HIF activator	TRPC6 inh	TRPC4 potent	TRPC4 inh
O=P(Nc1cccc(Cl)c1)(Oc1ccccc1)Oc1ccccc1	i	i	2	-5	17	i	-4	-0.8	i	i	i
Cc1ccc(-c2ccc(=O)n(CC(=O)N3CCC4(CC3)OCCO4)n2)cc1	i	i	1	-5	1	i	7	-0.1	i	i	i
CCOC(=O)CC1=C(C(=O)OCC)C2(C(=O)N1CC(=O)OC)C(C#N)=C(N)Oc1ccccc12 (stereo unspecified)	i	i	4	5	-1	i	-2	-0.1	i	i	i
NS(=O)(=O)c1ccc(N=Cc2c(O)n(-c3ccccc3)c(=O)[nH]c2=O)cc1	i	i	-2	-32	7	i	-13	0.1	i	i	i
CN1CCN(C(=O)COc2ccc3ccccc3c2Br)CC1	i	i	1	-5	1	i	-5	0.9	i	i	i
CC(=O)N1CCN(c2ccc([N+](=O)[O-])cc2C=C2C(=O)NC(=O)NC2=O)CC1	i	i	0	-23	2	i	16	-0.1	i	i	i
CCC(C)n1c(O)c(C=NCCN2CCOCC2)c(=O)[nH]c1=S (stereo unspecified)	i	i	-6	-3	-1	i	-26	0.1	i	i	i
O=P(NS(=O)(=O)c1ccccc1)(Oc1ccccc1)Oc1ccccc1	i	i	-6	-2	-12	i	12	-0.2	i	i	i
CCCCOc1nc2ccccc2c(=O)n1-c1ccccc1	i	i	-4	-4	7	i	0	0.0	i	i	i
Cc1ccccc1-n1c(O)c(C=NCCN2CCOCC2)c(=O)[nH]c1=O	i	i	5	-14	1	i	-7	0.4	i	i	i
O=P(Nc1cccnc1)(Oc1ccccc1)Oc1ccccc1	i	i	-6	-6	1	i	30	-0.3	i	i	i
CCOC(=O)C1CN(C)CCC1=O (stereo unspecified)	i	i	3	7	-2	i	3	-0.5	i	i	i
CC(=O)Nc1ccc(C(=O)OCC(=O)Nc2ccc(Cl)cc2C(=O)c2ccccc2)cc1	i	i	-4	0	12	i	18	2.6	i	i	i
Cc1ccc(N2CCN(CCc3ccccc3)CC2)cc1	i	i	5	0	x	i	16	-0.2	i	i	i
COc1ccc(C(CNC(=O)CCc2ccsc2)N(C)C)cc1 (stereo unspecified)	i	i	-6	-15	-5	108*	-13	0.1	i	i	i
COc1cccc(CNCCc2ccccc2)c1OC	i	i	4	-35	-1	i	0	0.1	i	i	i
CC(=O)N1CN2CN(C1)CN(C(C)=O)C2	i	i	0	5	-9	i	-8	-0.3	i	i	i
CN(C)CC#CCOCCOCCC#N	i	i	2	9	2	i	14	-0.1	i	i	i
C[N+]12CCC(CC1)C(=C(c1ccccc1)c1ccccc1)C2	i	i	-5	-18	-3	i	1	-0.4	-6.8*	i	i
Cc1cccc(NP(C)(=O)c2nc3c(s2)CCCC3)c1 (stereo unspecified)	i	i	0	-2	-4	i	-7	-0.1	i	i	i
COCCNP(=O)(c1ccccc1)c1nc2ccccc2s1 (stereo unspecified)	i	i	1	-17	1	i	-2	-0.4	i	i	i
O=C(c1ccc2c3c(cccc13)CC2)C1CCCN(CC2CC2)C1 (stereo unspecified)	i	i	8	-14	-12	158*	2	-0.5	i	i	i
CC[n+]1c(/C=C/N(C)c2ccccc2)sc2ccc(Cl)cc21	i	i	16	-7	-2	i	-12	x	-6.3*	i	i
CCCCCCC(=O)N/N=C/c1c(O)n(CCc2ccccc2)c(=O)[nH]c1=O	i	i	1	0	86*	i	x	x	i	i	i
CCC(C)n1c(O)c(C=NCC2CCCO2)c(=O)[nH]c1=S (stereo unspecified)	i	i	-3	-3	1	i	-12	-0.8	i	i	i
(more compounds)
SMILES	TRPC6 activator	MrgX1 antagonist	IEC-6 tox	KLF5 inhibitor	SKKanGAS inh	TRPC4 agonist	aSyn 5UTR inh	HIF activator	TRPC6 inh	TRPC4 potent	TRPC4 inh
COc1ccc(-n2c(/C=C/c3ccc(O)cc3)nc3ccccc3c2=O)cc1	i	i	1	-5	18	i	-11	-0.1	i	i	i
CCCCn1c(O)c(/C=N/NC(=O)c2ccncc2)c(=O)[nH]c1=O	i	i	-3	-9	33	i	8	-0.2	i	i	i
Cc1cccc(NP(=O)(Oc2ccccc2F)Oc2ccccc2F)c1C	i	i	-1	-36	2	i	15	-0.4	i	i	i
O=c1c2ccccc2nc(/C=C/c2ccccn2)n1-c1ccccc1	i	i	-6	-30	-3	i	-13	-13	i	i	i
CC1(C)CC(=O)C(C=NCCN2CCN(C(=O)Cc3ccc(Cl)cc3)CC2)=C(O)C1	i	i	-2	-22	-1	i	-22	0.1	i	i	i
CC(NCC#Cc1ccccc1)C(O)c1ccccc1 (stereo unspecified)	i	i	-4	4	-10	i	-12	-0.7	i	i	i
COC(=O)C(O)(c1ccc(NC(=S)NC(=O)c2ccccc2)cc1)C(F)(F)F (stereo unspecified)	i	i	-1	-11	-2	i	-80	2.1	i	i	i
CCCCNc1ccncc1S(=O)(=O)NC(=O)NC(C)C	i	i	-2	-21	-2	i	0	0.1	i	i	i
COC(=O)C1=C(c2ccccc2)C[C@@H]2CC[C@H]1N2C(=O)NC1CCCCC1	i	i	x	x	-2	i	7	-0.6	i	i	i
CSc1nnc([C@@H](N)Cc2c[nH]c3ccccc23)o1	i	i	-6	-2	-3	i	7	0.8	i	i	i
CC(C)OP(=O)(Oc1ccc(C(O)C(Cl)(Cl)Cl)cc1)OC(C)C (stereo unspecified)	i	i	0	-48	12	i	12	-0.2	i	i	i
CCCCCn1c(=O)c(C(=O)NCc2ccccc2Cl)c(O)c2ccccc21	i	i	4	-24	14	i	-17	0.6	i	i	i
CSC1=NP(=S)(SC)N(C)c2nc3n(c21)CCC3 (stereo unspecified)	i	i	2	-3	2	i	10	0.5	i	i	i
CC(C)CCNC(=O)c1c(N)n(Cc2ccc3c(c2)OCO3)c2nc3ccccc3nc12	i	i	-2	1	13	i	-1	0.1	i	i	i
COc1ccc(/C=C2/C(=O)NC(=O)N(C3CCCCC3)C2=O)cc1CSc1ccccn1	i	i	5	-27	9	i	2	-0.5	i	i	i
CC1CCSP(=O)(Oc2ccccc2)O1 (stereo unspecified)	i	i	1	-12	-4	i	-10	0.0	i	i	i
CC1(C)C2SCC(=O)N2CCN1CC(=O)NN (stereo unspecified)	i	i	-3	-7	4	i	-3	-0.4	i	i	i
O=C1C2CCCC1C(N1CCCCC1)CC2 (stereo unspecified)	i	i	2	-8	-2	i	-17	-0.6	i	i	i
O=C(COC(=O)Cc1ccccc1)Nc1ccc(Cl)cn1	i	i	-6	-22	5	i	-19	-0.1	i	i	i
COc1ccccc1NC1(C#N)CCCCC1	i	i	1	-22	-8	i	-20	-0.2	i	i	i
COc1cc2c(cc1OC)C(C(=O)N1CCC3(CC1)OCCO3)C(c1ccccc1F)N(C)C2=O (stereo unspecified)	i	i	-2	-1	-3	i	18	0.0	i	i	i
O=c1[nH]c(=S)[nH]c(O)c1N=Nc1cc2c(cc1[N+](=O)[O-])OCO2	i	i	0	-10	11	i	23	-0.4	i	i	i
CCC(=NCCc1c[nH]c2ccccc12)c1c(O)n(-c2ccc(C)cc2)c(=O)[nH]c1=O	i	i	2	-19	-1	i	-9	-0.7	i	i	i
CCOC(=O)C1(CCc2ccccc2)CCN(Cc2csc(C(C)=O)c2)CC1	i	i	-1	-23	8	49*	12	-0.2	i	i	i
COc1cc2c(cc1/C=C/[N+](=O)[O-])OCO2	i	x	42*	-9	6	i	-5	1.0	i	i	i
Further compounds follow:
SMILES	TRPC6 activator	MrgX1 antagonist	IEC-6 tox	KLF5 inhibitor	SKKanGAS inh	TRPC4 agonist	aSyn 5UTR inh	HIF activator	TRPC6 inh	TRPC4 potent	TRPC4 inh
c1cc2c(cc1CCNC1C3CC4CC(C3)CC1C4)OCO2 (stereo unspecified)	i	i	5	-18	-15	i	-20	0.8	i	i	i
Cc1ccc(N2C(=O)NC(=O)C3(Cc4ccccc4N4CCCC43)C2=O)cc1 (stereo unspecified)	i	i	-1	0	3	i	-29	0.0	i	i	i
COc1ccc(-n2c(O)c(C=NCCN3CCN(C(C)=O)CC3)c(=O)[nH]c2=S)cc1	i	i	-11	-2	-3	i	-2	-0.9	i	i	i
CCCCOC(=O)C1=C(N)OC2=C(C(=O)CC(C)(C)C2)[C@]12C(=O)N(C)c1ccccc12	i	i	3	-24	-1	i	13	-0.3	i	i	i
COc1cccc(C(=O)C2CCCN(Cc3ccccn3)C2)c1 (stereo unspecified)	i	i	-3	-12	-18	i	2	0.1	i	i	i
CC(C)N(CC#CCC1(O)c2ccccc2-c2ccccc21)C(C)C	i	i	3	-67	-1	i	-6	1.7	i	i	i
Cc1ccc2c(c1)=C/C(=C\c1c(O)[nH]c(=S)[nH]c1=O)C(=O)N=2	i	i	2	-29	-5	i	15	-3.7	i	i	i
O=C1/C(=C\c2ccncc2)N2CCC1CC2	i	i	-4	-8	-2	i	0	0.2	i	i	i
O=C(c1ccccc1)N1CCC2(CC1)OCCO2	i	i	-8	-16	-2	i	10	-0.4	i	i	i
Fc1ccc(C2N3CCCN23)cc1 (stereo unspecified)	i	i	-2	-35	11	i	-18	0.3	i	i	i
Cn1cc[n+](C)c1P(=S)(c1ccccc1)c1ccccc1	i	i	-3	4	x	66*	14	-0.4	i	i	i
CCOc1cc(CNC(C)C(O)c2ccccc2)cc(Cl)c1OCC (stereo unspecified)	i	i	5	5	0	i	-10	0.0	i	i	i
O=C1NC(=O)N(CCC2=CCCCC2)C(=O)/C1=C/c1ccc(O)cc1	i	i	2	-15	-2	i	-8	-0.1	i	i	i
COc1cc2c3cc1Oc1cc(ccc1O)C[C@@H]1c4c(cc(OC)c(O)c4Oc4ccc(cc4)C[C@H]3N(C)CC2)CCN1C	i	i	7	11	-1	117*	-8	1.6	i	i	i
